STK33 inh = human STK33 kinase inhibition; Q9BYT3; purified STK33, MBP phosphorylation, ADP-Glo luminescence; inhibition, % at 10 µM; hit rate 0.073% among 320,000; AID 2661;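 active = inhibition at or above 25%, using the most active replicate where run in duplicate; inactive = inhibition below 25%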
Target sequence (Q9BYT3 whole entry, looked up): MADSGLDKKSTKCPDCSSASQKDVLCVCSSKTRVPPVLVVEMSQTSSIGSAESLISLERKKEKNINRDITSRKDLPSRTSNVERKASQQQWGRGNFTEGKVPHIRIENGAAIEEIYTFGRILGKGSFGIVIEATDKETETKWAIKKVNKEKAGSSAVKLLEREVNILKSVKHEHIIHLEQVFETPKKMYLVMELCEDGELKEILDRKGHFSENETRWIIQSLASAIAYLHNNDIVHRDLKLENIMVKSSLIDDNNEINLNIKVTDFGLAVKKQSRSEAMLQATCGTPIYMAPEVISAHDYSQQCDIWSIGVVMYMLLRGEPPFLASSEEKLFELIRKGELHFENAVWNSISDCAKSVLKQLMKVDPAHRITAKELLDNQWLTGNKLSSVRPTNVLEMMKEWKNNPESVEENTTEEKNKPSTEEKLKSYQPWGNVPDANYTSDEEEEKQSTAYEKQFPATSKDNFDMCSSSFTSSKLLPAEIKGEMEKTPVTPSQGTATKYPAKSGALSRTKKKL
* hit, by the source's call.

STK33 inh	mol
-0.8	CCOc1ccc(C(=O)NCC(=O)N2CCCCCCC2)cc1
-1.7	O=C(COC(=O)CNC(=O)c1ccccc1Cl)Nc1cc(C(F)(F)F)ccc1Cl
0.5	CSc1ncccc1C(=O)OCC(=O)NCCCc1ccccc1
-0.4	CCCCn1nc(C(=O)NCC(c2cccs2)N2CCOCC2)c2ccccc2c1=O (configuration not stated)
-0.5	O=C(Cn1cnc2ccccc2c1=O)NCCCN1CCCC1=O
-0.1	C=CC[C@@H](CC(=O)N[C@H](CO)Cc1ccccc1)C(=O)N[C@@H](COC(=O)[C@H](CC=C)CC(=O)OC(C)(C)C)Cc1ccccc1
-1.7	COc1ccc(S(=O)(=O)N2CCN(C(=O)CCc3c[nH]c4ccccc34)CC2)cc1
-0.6	O=C(COC(=O)c1ccc(O)cc1)Nc1ccc(S(=O)(=O)N2CCCC2)cc1
-0.1	O=C(COC(=O)C1=COCCO1)Nc1cc(Cl)c(Cl)cc1Cl
0.2	O=C(/C=C/Nc1ccc(Br)cn1)c1cccc(OC(F)F)c1
0.7	C[C@H](CO)N1C[C@H](C)[C@@H](CN(C)C(=O)NC2CCCCC2)Oc2c(NC(=O)c3ccncc3)cccc2C1=O
-0.6	NC[C@H](Cc1ccccc1)NCCCCC1CCCCC1
-1.3	COC(=O)CN(c1ccc2c(c1)OCCO2)S(=O)(=O)c1ccccc1
-0.1	CSc1nc2ccc(Nc3nc(N4CCOCC4)nc(N4CCOCC4)n3)cc2s1
-3.0	CC1CCCCN1C(=S)NC(=O)c1ccccc1 (configuration not stated)
-2.8	CCOC(=O)C1CCN(C(=O)c2ccc3c(c2)OCCO3)CC1
-0.2	Cc1nc(SCC(=O)Nc2ccccc2Cl)c2c(C)c(C)sc2n1
0.2	CC(NC(=O)CSc1ncccn1)c1ccc2c(c1)OCO2 (configuration not stated)
0.7	COc1cc(C=NNC(=O)c2ccc(NS(=O)(=O)c3cccs3)cc2)cc(Br)c1O
-1.7	CCOC(=O)C1=C(C)Nc2ccccc2N/C1=N\S(=O)(=O)c1cccc(Cl)c1
0.1	O=C(C[C@H]1C/C=C\CC[C@H](Cc2ccc(F)cc2)C(=O)OC[C@H]2CCCN2C1=O)NCCO
-0.4	COc1ccc(S(=O)(=O)N2CCOCC2)cc1NC(=O)c1ccc2c(c1)OCO2
0.2	O=S(=O)(NCCCNS(=O)(=O)c1c(F)cccc1F)c1ccc2c(c1)OCCO2
1.0	CN(CC(=O)N1CCc2ccccc2C1)S(=O)(=O)c1ccc2c(c1)c(=O)n(C)c(=O)n2C
-1.1	CCOc1cc2c(cc1OCC)C(C(=O)O)C(c1cc(Br)c(O)c(OC)c1)N(C)C2=O (configuration not stated)
1.1	NC(=O)c1cc([N+](=O)[O-])c(Cl)cc1NCc1cccnc1
-1.0	[O-][n+]1c2ccccc2c2n1CCN1CCOC21c1ccc(Cl)cc1 (configuration not stated)
-0.5	CC1CCC2(CC1)NC(=O)N(CC(=O)c1ccc(CNC(=O)C(C)(C)C)s1)C2=O (configuration not stated)
-0.4	C[C@H]1COC(=O)[C@H](Cc2ccc(F)cc2)C/C=C\C[C@H](CC(=O)N(CCO)Cc2ccccc2)C(=O)N1
0.2	CCC[C@H]1CCCC/C=C\CCCC(=O)OCCN1C(=O)OC(C)(C)C
-1.6	COc1ccccc1N1CCN(C(=O)C2Cc3ccccc3CN2C(=O)c2ccco2)CC1 (configuration not stated)
-0.2	O=C1COc2ccc(C(=O)COC(=O)c3ccccc3F)cc2N1

A few values from above:
CCC[C@H]1CCCC/C=C\CCCC(=O)OCCN1C(=O)OC(C)(C)C in STK33 inh shows 0.2
C[C@H]1COC(=O)[C@H](Cc2ccc(F)cc2)C/C=C\C[C@H](CC(=O)N(CCO)Cc2ccccc2)C(=O)N1 in STK33 inh shows -0.4

Following part
STK33 inh	mol
-1.4	C=CC[C@@H](CC(=O)N[C@H](CO)Cc1ccccc1)C(=O)N[C@H](C)COC(=O)[C@@H](CC=C)Cc1ccc(F)cc1
0.3	CC(=O)Nc1ccc(SCC(=O)NC(=O)c2ccccc2Br)cc1
-2.6	COc1ccc(C(C#N)CCC2OCCO2)cc1OC (configuration not stated)
0.9	N#Cc1cc(C#N)c(SCC(=O)N2CC(=O)Nc3ccccc32)nc1N
0.0	C[C@H](CO)N1C[C@H](C)[C@@H](CN(C)S(=O)(=O)c2cccs2)Oc2c(NC(=O)Cc3ccccc3)cccc2C1=O
-1.2	CC(C)CC1NC(=O)c2ccccc2-n2c1nc1ccc(Cl)cc1c2=O (configuration not stated)
-1.5	CCc1noc(C)c1C(=O)OCC(=O)Nc1cccc(C)c1
-0.5	CN(C)C1=NCCN1CC1CCCCCC1
-0.5	Cc1ccc(N=C2NC(=O)/C(=C/c3cn(C)c4ccccc34)S2)cc1C
-1.6	CN(C/C=C/c1ccccc1)Cc1cccc2ccccc12
1.1	COc1ccc([C@H]2CC(=O)C=C(c3ccccc3-c3ccccc3)C2)cc1
-2.2	COc1ccccc1-c1sc2ccccc2c1C#CC1(O)CCCCC1
0.7	COc1ccc(C)cc1S(=O)(=O)N1CCN(C/C=C/c2ccccc2)CC1
1.4	CCOC(=O)N1CCN(C(=O)c2cccc(S(=O)(=O)Nc3ccccc3Cl)c2)CC1
11	COc1cc(C(=O)Nc2ccc3nc(N4CCOCC4)sc3c2)cc(OC)c1OC
-1.9	Cc1csc(=O)n1CCC(=O)OC(C)C(=O)Nc1ccc(N2CCOCC2)cc1 (configuration not stated)

Structures listed so far with four or more nitrogen atoms:
STK33 inh	mol
-0.4	CCCCn1nc(C(=O)NCC(c2cccs2)N2CCOCC2)c2ccccc2c1=O (configuration not stated)
-0.5	O=C(Cn1cnc2ccccc2c1=O)NCCCN1CCCC1=O
0.7	C[C@H](CO)N1C[C@H](C)[C@@H](CN(C)C(=O)NC2CCCCC2)Oc2c(NC(=O)c3ccncc3)cccc2C1=O
-0.1	CSc1nc2ccc(Nc3nc(N4CCOCC4)nc(N4CCOCC4)n3)cc2s1
1.0	CN(CC(=O)N1CCc2ccccc2C1)S(=O)(=O)c1ccc2c(c1)c(=O)n(C)c(=O)n2C
1.1	NC(=O)c1cc([N+](=O)[O-])c(Cl)cc1NCc1cccnc1
0.9	N#Cc1cc(C#N)c(SCC(=O)N2CC(=O)Nc3ccccc32)nc1N

(continued)
STK33 inh	mol
-0.9	C[C@@]12C(=O)NCC(=O)N1[C@@H]1c3cc(Br)ccc3OC[C@@H]1[C@@H]2c1ccccc1
-1.5	COCC(C)n1c(SCC(=O)Nc2nccs2)nc2ccccc2c1=O (configuration not stated)
0.0	CN(C(=O)COC(=O)c1ccc2ccccc2n1)c1ccccc1
-1.3	NC(=O)C1CCN(C(=O)c2cccc(CN3C(=O)c4ccccc4C3=O)c2)CC1
-1.1	COc1ccc2c(c1)[C@H]1[C@H](CO2)[C@H](c2ccccc2)[C@]2(C)C(=O)Nc3cc(Cl)ccc3C(=O)N12
-2.7	COc1ccc([C@H]2CC(=O)C=C(c3ccccc3)C2)cc1
-0.6	O=C(CN1CCN(c2ccccc2O)CC1)Nc1ccnn1C1CCCC1
2.1	O=C1CCc2cc(S(=O)(=O)NC3CCCCC3)ccc2N1

Entries listed so far with a cyano group:
STK33 inh	mol
-2.6	COc1ccc(C(C#N)CCC2OCCO2)cc1OC (configuration not stated)
0.9	N#Cc1cc(C#N)c(SCC(=O)N2CC(=O)Nc3ccccc32)nc1N

Next part
STK33 inh	mol
-0.1	Cc1ccc(NC(=O)c2nc[nH]c2C(=O)NCCCCNC(=O)c2[nH]cnc2C(=O)Nc2ccc(C)cc2)cc1
-1.2	C[C@@H]1NC(=O)c2cc([N+](=O)[O-])cc(I)c2NCCCC[C@@H](C(N)=O)NC(=O)[C@H](CC(N)=O)NC1=O
0.3	COc1cccc(NC(=O)CN(C)CC(=O)c2c(N)n(Cc3ccccc3)c(=O)n(C)c2=O)c1
-0.9	CC1CCCC(NC(=O)COC(=O)c2ccc3c(c2)OCCO3)C1C (configuration not stated)
-0.4	O=C(CN1C(=O)NC2(CCCc3ccccc32)C1=O)c1ccc(F)cc1 (configuration not stated)
0.8	CC(=O)c1cccc(NC(=O)CSc2n[nH]c(=O)n2C2CC2)c1
0.7	CC1(c2ccc(Cl)cc2Cl)NC(=O)N(CC(=O)NC2CCCCC2)C1=O (configuration not stated)
-1.0	CCOc1ccc(C(=O)NC(C(=O)NCC(c2cccs2)N(C)C)C(C)C)cc1 (configuration not stated)
-1.5	c1ccc(NC2=NCCN2CC2CCCCC2)cc1
0.3	O=C(NC1CCS(=O)(=O)C1)c1ccc(Br)s1 (configuration not stated)
-1.0	NS(=O)(=O)c1cc(C(=O)OCC(=O)Nc2ccc3[nH]c(=O)[nH]c3c2)ccc1Cl
0.6	CCC(=O)N1CCN=C1SCc1ccc(F)cc1
-0.5	CCCN(C(=O)CSc1nnc2ccccn12)C1CCS(=O)(=O)C1 (configuration not stated)
-0.6	Cc1cc(=O)oc2cc(NC(=O)COc3cccc(C(F)(F)F)c3)ccc12
-0.4	O=C(COC(=O)/C=C/c1ccccc1)Nc1ccc2c(c1)OCCO2
-0.7	O=C(CCl)Nc1ccc(S(=O)(=O)NC2=NCCCCC2)cc1
-1.0	NCCCC[C@@H]1NC(=O)[C@H](CCC(=O)O)NC(=O)c2cc([N+](=O)[O-])cc(I)c2OCC[C@@H](C(N)=O)NC1=O
-0.8	COc1cc(NC(=O)CSc2nc3[nH]c(=O)cc(O)c3s2)cc(OC)c1OC
0.9	CCOC(=O)C1CCN(c2ncnc3c2cnn3-c2ccc(OC)cc2)CC1
-0.3	O=S(=O)(c1ccc(F)cc1)N1CCN(C(=S)NC2CC2)CC1
3.2	CCCCNc1c(-c2ccc(SC(C)CC)cc2)nc2cnccn12 (configuration not stated)
-1.5	Cc1ccc(C(=O)N(C)CC(=O)Nc2ccc(Cl)c(C(F)(F)F)c2)cc1S(=O)(=O)N1CCCCC1
-0.1	COc1ccc(C(=O)NCc2cccnc2)cc1C(=O)NCc1cccnc1
0.3	Cc1ccc(-c2nn(-c3ccccc3)cc2/C=N/NC(=O)c2ccc(Br)o2)cc1
-1.5	Cc1ccc(C(=O)CCC(=O)OCC(=O)Nc2ccccc2SCC#N)cc1
-0.7	Cc1ccc(NC(=O)COC(=O)c2ccc(S(=O)(=O)N3CCCCC3)cc2)cc1
-0.9	Cc1ccc(C)c(NC(=O)COC(=O)c2ccc3ccccc3n2)c1
-1.8	Nc1c(C(=O)CSc2nc3ccccc3o2)c(=O)[nH]c(=O)n1C1CC1
-2.5	O=C(COC(=O)c1ccccc1O)NC1CCCc2ccccc21 (configuration not stated)
0.7	C[C@@H](NC(=O)Cn1cnc2c(OCc3ccccc3)ncnc21)c1cccc2ccccc12
-0.6	COc1ccc(NC(=O)COC(=O)c2ccc3c(c2)OCCO3)cc1OC
-0.3	C[C@@]12C(=O)N(Cc3ccccc3)CC(=O)N1[C@H]1c3ccccc3OC[C@@H]1[C@@H]2c1ccccc1
-0.5	COc1cc(NC(=O)COC(=O)[C@@H]2CCCN2S(=O)(=O)c2ccc(Cl)cc2)cc(OC)c1OC
-1.5	O=C(NCC(c1ccccc1Cl)N1CCCC1)C1CCN(C(=O)Nc2ccccc2)CC1 (configuration not stated)
-1.4	NS(=O)(=O)c1cccc(NC(=O)CSc2nnc(-c3ccccc3)o2)c1
-1.7	CC(C(=O)N1CCCC1)N(C)CC(=O)Nc1cccc(F)c1 (configuration not stated)
-0.1	CC(C)(CNC(=O)c1cccs1)N1CCOCC1
-1.2	O=C(NCCCN1CCOCC1)c1cn(-c2ccccc2)nc1-c1ccc(F)cc1
2.1	COc1ccc(CCn2c(N)cc(=O)[nH]c2=S)cc1OC
31*	C#CCOCCOCCOCCNc1nc(N2CCN(C(=O)CCCCCCCCCCNC(=O)[C@H]([C@@H](C)CC)n3cc(CCCCN=C(N)N)nn3)CC2)nc(N2CCN(C(=O)CCCCCCCCCCNC(=O)[C@H]([C@@H](C)CC)n3cc(CCCCN=C(N)N)nn3)CC2)n1

Shown as a hit in STK33 inh, among the entries above:
STK33 inh	mol
31*	C#CCOCCOCCOCCNc1nc(N2CCN(C(=O)CCCCCCCCCCNC(=O)[C@H]([C@@H](C)CC)n3cc(CCCCN=C(N)N)nn3)CC2)nc(N2CCN(C(=O)CCCCCCCCCCNC(=O)[C@H]([C@@H](C)CC)n3cc(CCCCN=C(N)N)nn3)CC2)n1

New compounds follow.
STK33 inh	mol
-0.1	CC(Sc1nnc(C2CC2)n1C1CC1)C(=O)Nc1ccc(C(N)=O)cc1 (configuration not stated)
-1.9	CC#CCOC(=O)c1c(C)nc2sc3c(c2c1N)CCC(O)C3 (configuration not stated)
-0.7	CC(C)n1nc(C(=O)Nc2cccc(S(=O)(=O)N3CCOCC3)c2)c2ccccc2c1=O
-0.1	O=C(OCC(=O)N1CCc2ccccc2C1)c1ccc(O)cc1
0.1	Cc1n[nH]c(=O)c2c(NC(=O)CSc3nnc(-c4ccco4)n3C)oc(C)c12
-0.9	COc1ccc(S(=O)(=O)N2CCCCC2)cc1NC(=O)CN1C(=O)NC(C)(C2CC2)C1=O (configuration not stated)
1.5	O=C(Nc1ccc(S(=O)(=O)Nc2nccs2)cc1)c1ccccc1OC(F)F
-3.6	CCC(CCCO)CCC[C@H](C)CCC1OCCO1 (some centres not stated)
0.8	C=CC[C@@H](CC(=O)OC(C)(C)C)C(=O)OC[C@H]1CCCN1C(=O)[C@@H](CC=C)CC(=O)NCCO
0.9	CCN(Cc1nc2ccccc2c(=O)[nH]1)C(=O)c1ccc(C)c(NC(=O)c2ccco2)c1
0.8	O=C(Nc1ccc(C(=O)N2CCC(N3CCOCC3)CC2)cc1)c1ccc(Br)o1
-0.5	CC(C)CN(C(=O)C1COc2ccccc2O1)c1c(N)n(CC(C)C)c(=O)[nH]c1=O (configuration not stated)
0.7	CCOC(=O)c1cccc(N2CC3CNC(=O)C2(C(=O)OC)N3C)c1 (configuration not stated)
-1.9	Cc1ccc(S(=O)(=O)N2CCC[C@H]2C(=O)OCC(=O)N2CCc3ccccc32)cc1
1.5	O=S(=O)(c1ccc2c(c1)CCN2)N1CCCC1
-0.6	CN(Cc1ccccc1)C(=O)c1nc[nH]c1C(=O)N1CCN(C(=O)OC(C)(C)C)CC1
0.8	CCOc1ccc(OCCCC(=O)N(C)CC(=O)Nc2ccccc2Br)cc1
0.5	CC(=O)Nc1ccc(S(=O)(=O)N(C)CC(=O)N(C)Cc2sccc2C)cc1
-0.3	COc1ccc(CCC(=O)OCC(=O)Nc2sccc2C(N)=O)cc1OC
0.2	CCCCn1c(N)c(N(CC(C)C)C(=O)CSCC(=O)Nc2ccc(C)cc2)c(=O)[nH]c1=O

High-throughput results from PubChem.

Some of the compounds tested; count on the stated rates, not on these rows.
